# Source: PubChem
# NPYLR7 ag – mosquito NPYLR7 agonism. actives 0.15% (n = 270,000). AID 1259423. activation, % at 10 µM. HEK293T NPYLR7/Galpha15, GCaMP6s calcium fluorescence; in the data active = activation above about 40%;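 note: 0% = vehicle and 100% = reference agonist at the receptor; some compounds past the cut are filed as inactive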
# hcGAS lum – blocks human cGAS activity; actives 0.081% (n = 290,000); inhibition, % at 12.5 µM; AID 1259398; Q8N884; recombinant h-cGAS, ATP depletion, Kinase-Glo luminescence;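 note: 0% = vehicle reaction and 100% = reaction without DNA for no activity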
# Target sequence (Q8N884 whole entry, looked up): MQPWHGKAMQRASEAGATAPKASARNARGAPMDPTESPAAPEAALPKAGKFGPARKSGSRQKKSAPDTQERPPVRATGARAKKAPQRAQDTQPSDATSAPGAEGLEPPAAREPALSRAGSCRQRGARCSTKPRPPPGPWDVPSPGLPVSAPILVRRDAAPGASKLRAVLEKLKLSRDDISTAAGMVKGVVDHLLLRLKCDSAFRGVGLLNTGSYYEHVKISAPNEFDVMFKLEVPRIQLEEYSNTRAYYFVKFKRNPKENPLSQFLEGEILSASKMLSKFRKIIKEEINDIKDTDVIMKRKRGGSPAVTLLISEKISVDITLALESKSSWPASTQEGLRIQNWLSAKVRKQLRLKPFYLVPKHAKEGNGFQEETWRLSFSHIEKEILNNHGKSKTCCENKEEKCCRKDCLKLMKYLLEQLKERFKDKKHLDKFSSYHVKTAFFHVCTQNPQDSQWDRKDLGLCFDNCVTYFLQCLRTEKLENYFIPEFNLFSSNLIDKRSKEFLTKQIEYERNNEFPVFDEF
# mcGAS inh – mouse cGAS inhibition by luminescence; Q8C6L5; recombinant cGAS, Kinase-Glo ATP depletion luminescence; inhibition, % at 12.5 µM; actives 0.15% (n = 160,000); AID 1259399;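 note: 0% = negative control wells and 100% = reference inhibitor with no enzyme activity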
# * marks the source's active call; other numbers are inactive results; nt = no result given; & = joins results of further samples. Cut-off read from the data, not from the text of the source, unless noted: active = inhibition above about 40%; inactive = the rest. This is a random part of the collection (roughly 0.26% active in at least one column).
structure	hcGAS lum	NPYLR7 ag	mcGAS inh
CCCNC(=O)N(CCN(C)C)Cc1nccn1Cc1ccc(C(F)(F)F)cc1	-4.4	16.2	-4.6
Cc1ccc(Cl)cc1Nc1ncccc1C(=O)NC(C)(C)Cc1ccc(F)cc1	-7.5	-17.3	-3.5
COc1ccc(NC(=O)c2ccc(CN3CC[C@H](O)C3)cc2)c(OC)n1	3.1	4.5	0.2
O=C(Nc1nccs1)c1cccc([N+](=O)[O-])c1C(=O)O	-3.9	-0.8	nt
COc1ccc(CC2CCN(S(=O)(=O)c3ccc(C#N)cc3)CC2)cc1	-5.2	1.6	-7.0
CC(C)C(NC1C2CC3CC(C2)CC1C3)c1nc2ccccc2[nH]1 (stereo not given)	-12.9	-0.2	nt
O=C(O)c1cccc(NS(=O)(=O)c2cccc(C(=O)Nc3ccccc3)c2)c1	10.8	7.5	5.6
O=C(NCCn1ncc2c(=O)n(Cc3cccc(Cl)c3)cnc21)c1ccc(Br)o1	-5.7	-2.8	-8.8
Cc1[nH]c(-c2cn(-c3ccccc3)nn2)nc1-c1ccccc1	-8.3	18.3	nt
CCOC(=O)Cc1c(C)nc2ncnn2c1N1CCCCCCCC1	-8.6	nt	-8.8

# Shown field by field: 2 of the compounds above
mol: COc1ccc(CC2CCN(S(=O)(=O)c3ccc(C#N)cc3)CC2)cc1
  hcGAS lum: -5.2
  NPYLR7 ag: 1.6
  mcGAS inh: -7.0
mol: Cc1ccc(Cl)cc1Nc1ncccc1C(=O)NC(C)(C)Cc1ccc(F)cc1
  hcGAS lum: -7.5
  NPYLR7 ag: -17.3
  mcGAS inh: -3.5

# (cont.)
structure	hcGAS lum	NPYLR7 ag	mcGAS inh
CN(C)C(CNS(=O)(=O)c1cccc(OC(F)(F)F)c1)c1ccsc1 (stereo not given)	-6.0	-0.6	nt
CCCCCc1ccc(C(=O)N(CCOC)CC(=O)N(CCc2ccc(OC)c(OC)c2)Cc2sccc2C)cc1	-16.3	-1.3	-7.7
CCCc1cc(=O)[nH]c(-n2nc(C)cc2NC(=O)Cc2ccccc2)n1	-1.1	-3.5	-2.6
COc1ccc(C(=O)N2CCC(n3c(=O)oc4c(C)cc(C)cc43)CC2)cc1OC	-1.5	26.5	-7.3
COc1cccc(C(=O)Oc2coc(CSc3nccc(C)n3)cc2=O)c1OC	3.7	-17.2	0.6
O=C(C1=C2SC=C(c3ccccc3)N2CCCC1)c1ccccc1F	-5.6	3.4	nt
NC(=N/N=C\c1ccccc1Cl)c1nonc1N	-18.2	-15.8	nt
O=[N+]([O-])c1ccc(Cl)c(C2c3cccn3CCCN2Cc2ccccc2[N+](=O)[O-])c1 (stereo not given)	-5.7	18.1	-5.8
Cc1cc(CS(=O)CC(=O)Nc2c(C)cccc2C)no1 (stereo not given)	-4.0	0.4	nt
Cc1nc2nc(C)c(Br)c(=O)n2[nH]1	29.4	9.7	nt

structure	hcGAS lum	NPYLR7 ag	mcGAS inh
O=C(c1ccc(=O)[nH]n1)N1CCCC1Cc1ccccc1 (stereo not given)	-1.6	-2.2	-8.0
CCOc1ncccc1CN1CCC(C(=O)NCCc2cccc(F)c2)CC1	-8.9	0.0	-1.1
Cc1onc(-c2ccccc2Cl)c1C(=O)Nc1ccc(Br)cc1F	-4.0	12.6	-7.0
O=c1c2ccccc2nc(CSc2nnc(-c3cccnc3)n2C2CC2)n1Cc1ccccc1	3.2	-4.4	-1.7
O=C(Nc1nccs1)C1CC1	-1.7	4.6	nt
COCCN(Cc1csc(COc2cccc3ccccc23)n1)C(=O)c1ccccc1F	-2.2	nt	-3.5
CCC(O)CN1CCSC(c2ccccc2)C1 (stereo not given)	-17.0	-1.1	nt
Cc1cc(OS(C)(=O)=O)c(C(C)C)cc1Cl	-3.2	1.8	nt
CC(C)c1nc(Cn2cccnc2=O)n(-c2cccc3cccnc23)n1	-2.9	nt	-2.5
Cc1cccc(NC(=O)c2c(NC(=O)C(C)(C)C)sc3c2CCCC3)c1	-5.8	4.5	-4.9

structure	hcGAS lum	NPYLR7 ag	mcGAS inh
CCN(CC)C(=O)CSC(=Nc1ccccc1)NC#N	3.0	-8.7	nt
Cc1ccc(Cc2nsc(N(CCC(=O)NCCc3ccccc3)Cc3ccco3)n2)cc1	-8.7	9.5	-5.9
Cc1cc(NC(=O)NC(C)(C)CO)ccc1F	-9.5	-2.8	-11.7
CCN1CC(c2nc3ccccc3n2Cc2ccc(Cl)cc2)CC1=O (stereo not given)	-0.4	2.5	-2.6
Oc1ccc(-c2c(-c3ccccc3)nn3c(C(F)(F)F)cc(C(F)(F)F)nc23)cc1	0.8	-12.8	nt
Nc1cc(C(=O)N2CCCN(CCCc3ccccc3)CC2)[nH]n1	-9.0	-2.6	-12.9
Cc1nnc2ccc(C(=O)N3CCN(CC(C)O)CC3)cn12 (stereo not given)	-19.3	0.3	nt
CCCCN1CCCC(Cn2cc(C3CCCC3)nn2)C1 (stereo not given)	-1.9	-3.5	nt
CCn1nc(-c2cc(Br)cs2)nc2c(=O)n(C)c(=O)nc1-2	21.9	5.2	60.2*
CC(=O)Nc1cc(C)nn1-c1ccccc1C(F)(F)F	-12.1	5.4	nt

structure	hcGAS lum	NPYLR7 ag	mcGAS inh
O=C(NCCN1CCCCC1)c1ccn(-c2ccc(F)cc2)n1	7.0	-5.2	nt
CC(C)c1ccc(NC(=O)N2CCN(c3nc(-c4cccc(Br)c4)nc4ccccc34)CC2)cc1	-7.8	4.6	-6.7
COc1ccc(C(=O)NC(C)C2CC3CCC2C3)c(OC)c1 (stereo not given)	-2.9	-23.1	nt
C=CCN1CCC(C(=O)NC(c2ccc(OC)cc2)c2ccccn2)CC1 (stereo not given)	-5.0	13.7	-2.7
COc1cccc(C(NC(=O)C2CCN(CCOc3ccccc3OC)CC2)c2ccccn2)c1 (stereo not given)	-4.5	10.2	-2.2
N#Cc1cnc(N2CCOCC2CC(O)c2cccs2)c(Cl)c1 (stereo not given)	-16.5	5.7	nt
COc1ccc(Br)cc1S(=O)(=O)Nc1ccccn1	-5.8	1.1	-7.4
CCC(C)N(Cc1cc(NC(=O)C2CCC2)ccc1N(C)C)S(C)(=O)=O (stereo not given)	-7.6	11.0	-7.3
CN(CC(=O)Nc1ccc2c(c1)OC(F)(F)O2)C(=O)c1ccco1	-6.4	3.8	nt
COc1cc(C2=N/C(=C\C(Cl)=C\c3ccccc3)C(=O)O2)cc(OC)c1OC	-3.8	0.4	nt

structure	hcGAS lum	NPYLR7 ag	mcGAS inh
COC(=O)C1CN(C)CCC1(C)OC(=O)Oc1ccccc1 (stereo not given)	1.0	9.4	nt
COc1ccccc1C(=O)NC(c1ccc(Cl)cc1)C1CC1 (stereo not given)	-2.4	-2.0	nt
N#Cc1cc(C(=O)OCCn2cccn2)ccc1N1CCCC1	-6.8	5.1	nt
Cc1c(C(=O)NC2CC2)cnn1-c1ccc(Cl)c(Cl)c1	-3.6	6.1	-4.0
C=CCN(CC#Cc1ccccc1)Cc1c(C)nn(C)c1Cl	-1.8	-5.0	nt
Cn1c(SCc2ccc(F)cc2)nc2c([nH]c3ccccc32)c1=O	-9.6	0.8	-8.8
CN1C(=S)SC2c3ccccc3CCN21 (stereo not given)	-4.3	-2.2	nt
CN(C)c1ccc(P(=O)(OCc2ccccc2)C(O)c2ccccc2F)cc1 (stereo not given)	-7.5	-1.1	nt
CCOc1ccc(CN2CCC(N)(C(=O)O)C2)cn1 (stereo not given)	-6.5	9.8	nt
COCCn1c(SCC(=O)O)nc2c1c(=O)[nH]c(=O)n2C	2.5	1.8	nt

# Complete entries as entered above. Screens in order: hcGAS lum	NPYLR7 ag	mcGAS inh
# Listed for `CN1C(=S)SC2c3ccccc3CCN21` (stereo not given) : -4.3	-2.2	nt
# Listed for `N#Cc1cc(C(=O)OCCn2cccn2)ccc1N1CCCC1` : -6.8	5.1	nt
# Listed for `COC(=O)C1CN(C)CCC1(C)OC(=O)Oc1ccccc1` (stereo not given) : 1.0	9.4	nt
# Listed for `COCCn1c(SCC(=O)O)nc2c1c(=O)[nH]c(=O)n2C` : 2.5	1.8	nt
# Listed for `Cc1c(C(=O)NC2CC2)cnn1-c1ccc(Cl)c(Cl)c1` : -3.6	6.1	-4.0

# Next part
structure	hcGAS lum	NPYLR7 ag	mcGAS inh
CC(C)C(NCC1CCOCO1)c1cccs1 (stereo not given)	-14.6	1.0	nt
Cc1ccc(S(=O)(=O)c2cnc(SCC(=O)Nc3ccc(F)cc3)[nH]c2=O)c(C)c1	-0.1	-0.1	-2.9
O=C(Cn1cnc2c(nnn2Cc2ccc(Cl)cc2)c1=O)OCc1ccccc1	-3.7	7.0	nt
COc1cc(C=NNC(=O)C2COc3ccccc3O2)ccc1O (stereo not given)	-3.5	-3.9	-4.0
C[C@@H](O)[C@H]1C(=O)N2C(C(=O)O)=C(S[C@@H]3CN[C@H](C(=O)N(C)C)C3)[C@H](C)[C@H]12	-7.7&-7.3	8.8&-11.7	nt
O=C(c1ccc(Cl)nc1)N1CCN(C(c2ccc(F)cc2)c2ccc(F)cc2)CC1	-6.3	-4.9	-7.3
CN(C)CCNC(=O)[C@@]1(OCc2cccc(F)c2)CC(OCc2cccc(Cl)c2)[C@H](O)[C@H](O)C1 (stereo not given in full)	0.5	3.3	-5.0
CN(Cc1cccs1)C(=O)Nc1ccc(Cl)c(Cl)c1	-6.5	5.0	nt
CCc1cccc2c(C(CC(=O)NCCN3CCCCC3)c3cccc(F)c3)c[nH]c12 (stereo not given)	-2.8	4.7	-4.2
Cn1c(=O)c2c(nc(Br)n2CC#N)n(C)c1=O	0.8	4.3	1.6

structure	hcGAS lum	NPYLR7 ag	mcGAS inh
CCc1nccc(-c2c(-c3ccccc3)ncn2CCN2CCOCC2)n1	-3.4	1.6	nt
CCOc1ccccc1C(=O)N1CCC(c2cn(Cc3ccc(C(F)(F)F)cc3)c3ccccc23)CC1	-3.0	5.1	-4.5
CC(C)=CC(=O)N1CCN(c2nc3nccc(-c4ccc(Cl)c(Cl)c4)n3n2)CC1	-6.3	0.1	-10.3
Oc1ccc(C2(c3ccc(O)c(Cl)c3)CCCC2)cc1Cl	-8.4	8.2	nt
CCOc1ccc(-n2nnc(C(=O)OCc3cccc(C)c3)c2C)cc1	-6.5	0.8	-6.5
CC(Cn1cncn1)NCC1(c2cccc(F)c2)CCOCC1 (stereo not given)	-7.7	7.7	nt
CC(Sc1cc(-c2ccccc2)c2cc3c(cc2n1)OCCO3)C(N)=O (stereo not given)	-13.8	8.5	nt
CCOC(=O)c1sc2nc(CC(=O)OC)nc(N)c2c1C	-4.0	5.0	-15.8
CC(=O)NCCc1ccc(S(=O)(=O)Nc2cc(C)cc(C)c2)s1	-5.7	3.8	nt
O=C(Nc1ccc2oc(-c3cc(F)ccc3Br)nc2c1)NC1CC1	-10.7	0.9	nt

structure	hcGAS lum	NPYLR7 ag	mcGAS inh
O=S(=O)(/C=C/c1ccccc1)Nc1nccnc1-c1ccc(CNCCc2c[nH]c3ccccc23)cc1	-5.0	-3.4	-2.1
Cc1cnc(C)c(-c2cc(O)c3c(c2)CN(C(=O)c2occc2C)CCO3)n1	1.3	-1.6	4.0
O=C(Nc1ccc(OCC(=O)N2CCCCCC2)cc1)c1ccco1	-2.4	5.4	nt
O=C(CC1(O)C(=O)Nc2ccc(Br)cc21)c1ccc(F)cc1 (stereo not given)	-6.9	6.0	nt
CCCCC1CCC(C(=O)NCCCn2nc(-c3ccncc3)ccc2=O)CC1 (stereo not given)	-4.6	9.3	nt
COc1ccc(OC)c(NC(=O)CCC(=O)N2CCc3ccccc3C2)c1	-0.1	4.9	-0.1
c1csc(-c2nc(N3CCOCC3)c3c4c(sc3n2)CCC4)c1	-2.8	7.2	nt
O=S(=O)(c1cccc(Cl)c1)N1CCN(c2ccc3nnc(-c4ccco4)n3n2)CC1	-2.3	4.0	-4.3
CC(=O)Nc1cccc(C(=O)N2CCOC(c3ccccc3)C2)c1 (stereo not given)	-4.9	-2.8	-5.5
Cc1ccc(S(=O)(=O)NCCn2nc(-c3cccnc3)ccc2=O)s1	-0.1	8.1	nt

structure	hcGAS lum	NPYLR7 ag	mcGAS inh
COCCn1c(C)cn2c3c(=O)n(Cc4ccccc4F)c(=O)n(C)c3nc12	-2.0	24.9	nt
CCOCCCN=C1SCC(CC)N1C(=O)c1ccc(F)cc1 (stereo not given)	1.6	-1.4	nt
CCC(C)N(CC#Cc1ccccc1)Cc1cnc2nccn2c1 (stereo not given)	-10.1	0.3	nt
CN(C)C(=O)CNc1ccccc1Oc1cccc(F)c1	-14.2	4.7	nt
Cc1ccc(NCC(=O)N2CCN(c3ccccc3)CC2)cc1F	3.8	-6.0	nt
CCN1CCCC1CNS(=O)(=O)c1ccc(F)c2ncccc12 (stereo not given)	-3.6	-1.4	nt
CCCCC(C(=O)OCC(=O)c1ccc(OC)cc1)N1C(=O)c2ccccc2C1=O (stereo not given)	-7.3	11.2	nt
Cc1n[nH]c(C)c1S(=O)(=O)Nc1nc2ccccc2nc1N1CCCC1	-3.0	3.8	nt
CCOC(=O)C(Cc1ccc(Cl)cc1)NC(=O)C(C)(C)CC(=O)c1ccccc1 (stereo not given)	5.2	1.4	-1.8
COc1ccc(C(=O)N2CCC(Cc3ccc4c(c3)OCO4)CC2)cc1OC	-4.5	1.6	-7.2

structure	hcGAS lum	NPYLR7 ag	mcGAS inh
CCOC(=O)C(C#N)=Cc1cc(C)n(C2CCCC2)c1C	-4.0	8.9	nt
COCCNC(=O)c1sc(=O)n(Cc2cc(C(C)=O)ccc2OC)c1C	-3.0	-4.3	nt
O=c1c2cnc3nc(-c4ccncc4)nn3c2ccn1CCc1cnc[nH]1	-4.9	4.6	nt
Cc1cccc(-c2nc3scc(CCNS(=O)(=O)c4cccc(Cl)c4)n3n2)c1	-4.4	-15.0	-5.9
